# Screens (PubChem BioAssay)
# KDM5B inh: Primary screen for KDM5B Histone Demethylases FDH-coupled qHTS. Lysine-specific demethylase 5B (Homo sapiens), Q9UGL1. KDM5B demethylase, FDH-coupled NADH fluorescence (FDH is formaldehyde dehydrogenase). Potency, µM (titrated, usually from 57.7 µM), without a hit: at the top dose activity change, negative = inhibition, hits mostly inhibitors. 220,000 compounds, 2.6% hits. AID 1347165, 2019; active = well fitted inhibition curve with a large enough effect; inconclusive = small, poorly fitted or top-dose-only effect; inactive = no such curve, though single readings can be large or run the other way; also: 0% is about no effect; nearly all actives have a fitted effect of over 70% in size
# Target sequence (Q9UGL1 whole entry, looked up): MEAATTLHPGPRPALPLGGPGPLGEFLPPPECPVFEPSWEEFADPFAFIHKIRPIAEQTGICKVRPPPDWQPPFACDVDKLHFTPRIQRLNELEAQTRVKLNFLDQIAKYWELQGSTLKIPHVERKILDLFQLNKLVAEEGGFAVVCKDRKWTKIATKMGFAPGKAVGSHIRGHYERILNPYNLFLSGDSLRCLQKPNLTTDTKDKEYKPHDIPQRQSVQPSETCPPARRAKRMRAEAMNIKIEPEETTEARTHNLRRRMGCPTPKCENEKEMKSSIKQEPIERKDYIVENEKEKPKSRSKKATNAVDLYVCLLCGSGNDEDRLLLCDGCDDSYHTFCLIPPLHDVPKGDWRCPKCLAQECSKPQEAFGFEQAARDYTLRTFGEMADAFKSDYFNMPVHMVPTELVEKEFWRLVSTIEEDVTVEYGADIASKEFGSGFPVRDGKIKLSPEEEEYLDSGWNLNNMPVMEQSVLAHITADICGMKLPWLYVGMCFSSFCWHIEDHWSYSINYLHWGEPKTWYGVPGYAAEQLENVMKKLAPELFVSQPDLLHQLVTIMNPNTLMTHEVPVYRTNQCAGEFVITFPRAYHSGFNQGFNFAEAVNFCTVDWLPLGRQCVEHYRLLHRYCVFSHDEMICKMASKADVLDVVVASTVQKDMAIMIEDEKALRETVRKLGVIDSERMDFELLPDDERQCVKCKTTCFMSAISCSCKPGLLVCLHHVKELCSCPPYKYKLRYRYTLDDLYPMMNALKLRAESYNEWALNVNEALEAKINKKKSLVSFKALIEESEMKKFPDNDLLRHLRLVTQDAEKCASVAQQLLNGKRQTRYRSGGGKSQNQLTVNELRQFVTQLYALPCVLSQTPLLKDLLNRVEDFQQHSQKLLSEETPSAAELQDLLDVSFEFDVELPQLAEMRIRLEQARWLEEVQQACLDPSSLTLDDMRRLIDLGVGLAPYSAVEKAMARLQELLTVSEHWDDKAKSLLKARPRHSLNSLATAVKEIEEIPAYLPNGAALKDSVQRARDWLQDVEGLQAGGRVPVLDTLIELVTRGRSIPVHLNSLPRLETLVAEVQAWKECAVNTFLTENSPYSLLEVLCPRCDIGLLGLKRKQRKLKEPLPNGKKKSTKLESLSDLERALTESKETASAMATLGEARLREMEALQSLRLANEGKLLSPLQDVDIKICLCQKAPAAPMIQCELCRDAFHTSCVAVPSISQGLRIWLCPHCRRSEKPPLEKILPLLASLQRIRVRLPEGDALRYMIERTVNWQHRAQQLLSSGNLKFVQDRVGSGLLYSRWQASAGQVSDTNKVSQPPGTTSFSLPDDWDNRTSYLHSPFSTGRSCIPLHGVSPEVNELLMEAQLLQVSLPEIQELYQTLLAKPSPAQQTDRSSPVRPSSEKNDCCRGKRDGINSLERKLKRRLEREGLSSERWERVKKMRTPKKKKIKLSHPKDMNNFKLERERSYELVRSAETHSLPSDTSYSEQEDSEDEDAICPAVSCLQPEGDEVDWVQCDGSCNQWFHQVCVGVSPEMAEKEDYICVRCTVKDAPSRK
#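 Measured: NADH fluorescence change, 30 min, RT. System: KDM5BΔAP 200 nM final, H3K4me3 peptide, α-KG, Fe(II), ascorbate, NAD⁺ plus FDH, pH 7.5 HEPES. Compounds: titrated, 10 min pre-incubation with enzyme.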
# * = called active by the depositor; ? = inconclusive; [ ] = dose if it differs, or a comment. Potency is read from the fitted curve at half-maximal effect. These rows are one share of the data. The share of hits here may be higher or lower than overall.
smiles | KDM5B inh
NC(=O)[C@@H](Cc1ccccc1)NC(=O)[C@@H]1C[C@@H](NS(=O)(=O)c2cccs2)CCN1C(=O)COCC(=O)O | 2%
CC(NC(=O)Cc1ccc(N(Cc2ccccc2)C(=O)c2ccco2)cc1)c1ccccc1 (stereo not given) | -18%
Cc1cc(C)c(S(=O)(=O)N2CCC(C(=O)NCc3ccncc3)CC2)c(C)c1 | 11%
N#Cc1cnn2c(C(F)(F)F)cc(-c3ccccc3)nc12 | -29%
OC(COc1ccc(Cl)cc1)CN1CCN(c2ccccc2)CC1 (stereo not given) | 9%
Cc1cn2nc(C(=O)N3CCC(NC(=O)c4ccc[nH]4)CC3)cc2c(=O)[nH]1 | ?
CN1CCCCCCN(C(=O)C2(c3ccccc3)CC2)[C@H]2CCC[C@H]2C1=O | 16%
COc1cccc(-c2noc(COC(=O)C3=CN(C)S(=O)(=O)N=C3C)n2)c1 | -25%
CCCn1c2ccccc2c2cnn(CC(=O)NCc3cc(OC)ccc3OC)c(=O)c21 | -29%
COc1ccc(C2C3=C(CC(C)(C)CC3=O)Nc3nc(C)nn32)cc1OC (stereo not given) | 4%
CCCN(Cc1nccn1C)C(=O)c1cccc(C2CCNC2)c1 (stereo not given) | -25%
O=C(OCc1ccc(Cl)cc1Cl)c1c(F)cccc1F | 22%
O=C(O)[C@@H]1CN(Cc2ccccc2)C[C@@H]1C(=O)N1CCCC1 | -12%
COc1ccccc1C1=NS(=O)(=O)N(C)C(C(=O)Nc2ccn(Cc3ccc(C)cc3)n2)=C1 | 6%
CN(C)c1ccc(/C=N/NC(=O)c2ccccn2)cc1 | -9%
Cc1oc2cc(OCC(=O)Nc3ccc4c(c3)OCO4)ccc2c(=O)c1-c1ccccc1 | -11%
O=C(CN1C(=O)C2CCCCN2c2ccc(C(=O)N3CCCC3)cc21)NCc1ccccc1 (stereo not given) | ?
Cc1cccc(CCNC(=O)C2CCCN(S(=O)(=O)c3ccc4c(c3)oc(=O)n4C)C2)c1 (stereo not given) | -4%
Cc1ccc(Sc2ccc(NC(=O)CCC3CCCCC3)cc2)cc1C | 10%
O=C(CN1CCN(C/C=C/c2ccccc2)CC1)NCc1ccc(Cl)cc1 | 20%
CCc1ccc(C(=O)CSc2nc3ccccc3c(=O)n2CCCN2CCOCC2)cc1 | 19%
Cc1c(Cl)cccc1NC(=O)c1ccc2c(c1)N(S(C)(=O)=O)CC2 | ?
Cc1cccc(C(=O)N2CCC3(CC2)CC(c2ccccc2)C(=O)N3)c1 (stereo not given) | 12%
Cc1ccc(C(=O)Nc2ccc(C(=O)N/N=C/c3ccccn3)cc2)cc1 | ?
Cc1ccc(CNCc2ccc(-c3ccc(F)c(Cl)c3)o2)cc1 | -4%
Cc1ccc(NC(=O)Cn2c(N3CCc4ccccc4C3)nc(C)cc2=O)c(Cl)c1 | 10%
Cc1ccccc1-c1cc(C(=O)NCC[S+](C)(=O)[O-])c2c(c1)N(C)CCO2 | 35µM*
Cc1ccc(NC(=S)NCC(C)N2CCCCC2C)cc1Cl (stereo not given) | -23%
Cc1ccccc1CNC(=O)CCSCc1cnn(-c2ccccc2)c1-n1cccc1 | -21%
NC(=O)C(c1ccccc1)c1ccccc1 | 24%

# Quoted from the listing for reference:
smiles | KDM5B inh
Cc1ccccc1-c1cc(C(=O)NCC[S+](C)(=O)[O-])c2c(c1)N(C)CCO2 | 35µM*
Cc1ccc(NC(=S)NCC(C)N2CCCCC2C)cc1Cl (stereo not given) | -23%
Cc1ccccc1CNC(=O)CCSCc1cnn(-c2ccccc2)c1-n1cccc1 | -21%
NC(=O)C(c1ccccc1)c1ccccc1 | 24%

# More results follow.
smiles | KDM5B inh
CCOc1ccc(C2=CSC3=NCCN23)cc1[N+](=O)[O-] | 0%
COc1ccc(CCNC(=O)CCc2c(C)nc3cc(-c4ccc(Cl)cc4)nn3c2C)c(OC)c1 | ?
N#Cc1ccc(CN2CCN(c3ccc(Cl)nn3)C(=O)C2)cc1 | -11%[86.2 µM]
COc1ccc(CN2C(=O)[C@@H]3C[C@@H](CN3Cc3ccccc3)Oc3ccccc32)cc1 | -26%[86.2 µM]
COc1ccc(S(=O)(=O)N2CCn3cccc3C2c2ccc(C)cc2)cc1C (stereo not given) | -28%
COc1ccc(NC(=O)C(C)SCCO)cc1 (stereo not given) | -8%
COc1ccc(NC(C)=O)cc1NC(=O)C1(c2cccs2)CCOCC1 | -9%
CCc1ccc(NC(=O)N2CCC(n3cnnc3C3CC3)C2)cc1 (stereo not given) | 8%
COc1ccc(OC)c(-c2cc(Cl)c3c(c2)CC(CNC(=O)c2c(F)cccc2F)O3)c1 (stereo not given) | 36%[activator]
O=C(N[C@@H]1CCN(C(=O)CCc2cccc(Cl)c2)C[C@H]1O)c1cnccn1 | 1%
O=C1c2c(nc(CNc3cccnc3)n2Cc2ccccc2)NCCN1Cc1ccccc1 | -25%[86.2 µM]
CSCCC(NC(=O)c1ccccc1Cl)C(=O)N1CCN(c2ccccn2)CC1 (stereo not given) | ?
CCn1ccc2c(OCC(=O)Nc3ccc(OC)cc3OC)cccc2c1=O | -1%
Brc1ccc2noc(-c3ccccc3)c2c1 | -30%
O=C(Nc1nnc(C2CC2)s1)C1CC(c2ccccc2)=NO1 (stereo not given) | 5%
CN(C)CCCN(C(=O)COc1ccc(Cl)cc1)c1nc2ccc(F)cc2s1 | 0%
O=C(CCNc1c(-c2ccccc2)nc2cnccn12)N1CCC(N2CCCCC2)CC1 | 28µM*
CC(=O)Nc1ccc(-c2csc(N/N=C(/C)c3ccccc3)n2)cc1 | ?
CCCCN(CC)CCNC(=O)Cn1cnc2sc(C)c(S(=O)(=O)N3CCN(c4ccccc4OC)CC3)c2c1=O | -26%
O=C(Cc1ccc2c(c1)OCO2)N1CC(COc2ccccc2)C2(C1)CN(c1ccccc1)C2 (stereo not given) | -18%
Cc1ccc(CN2CCc3nc(N4CCN(C)CC4)[nH]c(=O)c3CC2)cc1C | 2%
COc1cc(C(=O)Nc2ccc(N3CCCC3)nc2)cc(OC)c1OC | 7%
CNC(=O)NC1=C(C#N)C(C)(C)Cc2ccccc21 | 358%[activator]
CCSc1nc(N(CCO)CCO)c2sc3c(c2n1)COC(C)(C)C3 | 10%
CC(=O)Nc1cccc(-c2nc3cc(C)ccc3o2)c1C | 7%
CCCCc1ccc(NC(=O)c2nn(CC)c(=O)c3ccccc23)cc1 | -3%
Cc1nn(Cc2ccc(Cl)cc2)c(C)c1NC(=O)COCc1cc(-c2ccco2)on1 | 0%
Cc1cc(C(F)(F)F)nn1CC(=O)N1CCc2nn(CC3CC3)c(=O)n2CC1 | 24%
O=C(NCc1ccccc1)C12CC3CC(CC(Br)(C3)C1)C2 | -5%
COCCNC(=O)[C@H]1C[C@H](Oc2ccccc2)CN1C(=O)NCC(C)C | 27%

# 4 entries picked at random from the list so far:
smiles | KDM5B inh
CN(C)CCCN(C(=O)COc1ccc(Cl)cc1)c1nc2ccc(F)cc2s1 | 0%
CCc1ccc(C(=O)CSc2nc3ccccc3c(=O)n2CCCN2CCOCC2)cc1 | 19%
Cc1ccc(Sc2ccc(NC(=O)CCC3CCCCC3)cc2)cc1C | 10%
O=C(Cc1ccc2c(c1)OCO2)N1CC(COc2ccccc2)C2(C1)CN(c1ccccc1)C2 (stereo not given) | -18%

# (listing goes on)
smiles | KDM5B inh
O=Cc1cccn1-c1cccc(F)c1 | -11%
COc1ccc(C2CCCN2C(=O)NCCn2ccnc2)cc1OC (stereo not given) | 10%
Cc1ccn2c(Nc3ccc4c(c3)OCO4)c(-c3ccco3)nc2c1 | ?
Cn1ccnc1CN1CCN(Cc2ccc3cccc(Cl)c3n2)CC1 | -19%
COCC1CN(C)CC12CCN(C(=O)Cc1ccc(OC)c(Cl)c1)CC2 (stereo not given) | ?
Cn1nccc1C(=O)N1CCC2(CC1)OCCN(Cc1ccccc1F)C2=O | -11%[86.2 µM]
Cc1cccc(-c2nocc2CCC(=O)NC(C)c2ccc(F)cc2)c1 (stereo not given) | -15%
O=C1CN(Cc2cc3cc4c(cc3[nH]c2=O)OCO4)CCCN1 | 20µM*
C=CCn1c(SCc2ccc(Cl)cc2)nc2c1c(=O)n(C)c(=O)n2C | 1%
NC(=O)c1cccc(CC2CCN(C(=O)c3ccnc(-n4cnnc4)c3)C2)c1 (stereo not given) | -2%
CC(C)(C)c1cc(C(=O)O)c(O)c(C(C)(C)C)c1 | ?
CCc1ccc(-n2ccc(=O)c(C(=O)Nc3nnc(C(C)C)s3)n2)cc1 | 8%
Cc1ccc(CNC[C@H]2Cn3cc(-c4ccccc4)nc3CO2)cc1 | -17%[86.2 µM]
Cc1ccc(S(=O)(=O)N2CCCN(C(=O)CN3CCOCC3)C2c2ccccc2)cc1 (stereo not given) | 6%
COCC1CN(C2CCC2)CC12CCN(C(=O)NCCc1ccccc1)CC2 (stereo not given) | ?
O=C(NCc1ccccc1)C(=O)NCC(c1cccs1)S(=O)(=O)c1ccccc1 (stereo not given) | -5%
O=C(N/N=C/C1CC=CCC1)C1CCCCC1 (stereo not given) | 24%
CCOC(=O)N1CCN(C(=O)C(c2ccccc2C)N(C)C)CC1 (stereo not given) | -2%
O=C(Nc1ccc(Cl)c(-c2nc3ccccc3o2)c1)c1cccc2c(Cl)cccc12 | 3%
Cc1onc(-c2ccccc2)c1-c1nnc(CN2CCC(C(=O)N3CCCCCC3)CC2)o1 | -7%
Cc1ccc(C2c3c(oc4ccccc4c3=O)C(=O)N2c2nncs2)cc1 (stereo not given) | -5%
O=C(CN1C(=O)COc2ccc(C(=O)COc3cccc(F)c3)cc21)NCc1ccco1 | -5%
Cc1nncn1C1CCN(S(=O)(=O)c2ccccc2)CC1 | 28%
Cc1nn(-c2ccccc2)c(C)c1CC(=O)N1CCN(S(=O)(=O)c2ccc(F)cc2F)CC1 | 6%
O=C1CC(c2ccccc2)N(Cc2ccncc2)CCCN(C(=O)c2ccsc2)CCN1 (stereo not given) | 0%
COCCn1c(=O)[nH]c(=O)c2c3c(cnc21)C(=O)CC(c1ccccc1)C3 (stereo not given) | 15%
O=c1c2c(-c3ccc(Br)cc3)csc2ncn1-c1ccccc1 | -13%
CCC(=O)Nc1cccc(OCc2cc(=O)n3cc(C)ccc3n2)c1 | ?
CC(C)NC(=O)c1cc(F)c(F)cc1Cl | 14%
O=C(c1ccc(N2CCOCC2)nc1)N1CCC(Cn2cccn2)CC1 | ?
COCCn1cnnc1C(C)Nc1nc(-c2cccnc2)nc2c1CNC2 (stereo not given) | -23%
O=C(Nc1ccc(C(O)(C(F)(F)F)C(F)(F)F)cc1)c1ccc(Cl)cc1 | 11%
COc1ccc(CN(Cc2ccco2)c2cnc(S(C)(=O)=O)nc2C(=O)Nc2ccc(C)c(Cl)c2)cc1 | ?
O=C(NCCC1CCN(C(=O)Nc2cc(F)ccc2F)CC1)C1CC1 | -10%
COc1ccc(/C=C/C(=O)OCCCN(C)C)cc1 | -2%
CCOc1ccc(OCC)c(NC(=O)c2nnn(CC(=O)Nc3c(C)cc(C)cc3C)c2N)c1 | 7%
Cc1cccc(-c2cc(C(=O)O)c3c(Br)cccc3n2)c1 | 2%
Cc1cccc(NC(=O)Cn2c(=O)n(CC3CCC(C(=O)NCCc4ccccc4)CC3)c(=O)c3ccccc32)c1C (stereo not given) | 6%
Cc1cc(C(C)(C)C)cc(C)c1CSC1=NCC(C)(C)CN1 | -1%
CN1C[C@H](O)C[C@H]1c1nnc2n1CCN(C(=O)CCCc1ccccc1)CC2 | 15%
CN(C)c1ccc(CN2CCCC3(CC(c4cccc(C(F)(F)F)c4)=NO3)C2)cc1 (stereo not given) | ?
Cc1ccc(CNC(=O)c2ccc(Nc3nc4ccccc4n4nnnc34)cc2)cc1 | -3%
COc1ccc(OC)c(CNC(=O)c2ccccc2NC(=O)c2nsc3ccccc23)c1 | -11%
O=C1CCc2cc(NC(=O)c3cccc(C(F)(F)F)c3)ccc2N1 | -26%
Clc1ccc(C2C=C(c3ccccc3)Nc3ncnn32)c(Cl)c1 (stereo not given) | ?
CCS(=O)(=O)N1CCC(NC(=O)c2cccc(NC(=O)c3cccs3)c2)CC1 | -12%
COc1cc(C)c(Cl)cc1S(=O)(=O)N1CCC(C(N)=O)CC1 | 12%
CC(=O)c1ccc(N2CCN(C(=O)Nc3cccc(Cl)c3)CC2)cc1 | 21%
O=C(c1ccc(F)c(F)c1)N1CCC(n2cc(-c3nc(-c4ccccc4)no3)nn2)CC1 | -8%
CCCCN(CCCC)CCNC(=O)c1cn(C)c2ccc(S(=O)(=O)N3CCOCC3)cc2c1=O | ?
Cc1ccc(NC(=O)c2ccc3c(c2)NC(=O)CS3)cc1 | 0%
C=C1C(C(=O)Nc2ccc(N(C)C)cc2)C1C(=O)Nc1ccc(N(C)C)cc1 (stereo not given) | 15%
Cc1ccc(Cl)cc1NC(=O)Cn1c(=O)cc(C(=O)N2CCOCC2)c2ccccc21 | -28%
COc1ccc(NS(=O)(=O)c2cccc3ccccc23)cc1 | 3%
Cn1c(Cn2cccn2)nnc1C1CCCN(C(=O)c2cccc(F)c2)C1 (stereo not given) | 20%
CN(C)CCNc1c([N+](=O)[O-])cnc2ccc(Br)cc12 | 7%
CCOc1cc(/C=C2\NC(=O)NC2=O)c(Br)cc1OC | 19%
Cc1ccc2[nH]cc(CCNC(=O)c3cccs3)c2c1 | 43%
CCOc1cccc(-c2cc(C(=O)O)c3ccccc3n2)c1 | -21%
COC(Cn1cc2c(c1-c1ccc(F)cc1)c(=O)n(C)c(=O)n2C)OC | 7%
